# DAX1 inh-1 = inhibits human nuclear receptor DAX1; HEK293 Gal4-DAX1 luciferase reporter, luminescence; AID 504766; inhibition, % at 6.75 µM; P51843; 0.99% of 340,000 active;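 active = inhibition above the mean over all tested compounds plus 3 SD, cut at about 4.2% in these data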;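 also: 0% = DAX1-transfected cells with DMSO and 100% = empty-vector control cells with DMSO; inhibition shows as a rise in luminescence from relieved DAX1 repression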
# ADAM17 inh = ADAM17 inhibition, QFRET primary screen; P78536; recombinant ADAM17, EDANS/DABCYL FRET peptide cleavage; inhibition, % at 6.95 µM; 0.83% of 370,000 active;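 active = inhibition above the mean of compounds lying between control limits plus 3 SD, set per campaign, cut at about 8.5% in these data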;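 also: 0% = DMSO-only wells as the low control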
# hgDAF-12 ag = agonists of H. glycines DAF-12 nuclear receptor; activation, % at 6.8 µM; 1.8% of 370,000 active; HEK293 GAL4-hgDAF12 UAS-luciferase reporter, agonist luminescence; normalized to butyrate control;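 active = activation above a cutoff set at the mean of all screened compounds plus 3 SD, cut at about 10% in these data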;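 also: 0% = DMSO wells and 100% = sodium butyrate wells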
# SMARCA2 activ = activators of SMARCA2 function. MG213 cells, MMTV-luciferase reporter, dexamethasone, overnight. activation, % at 9.1 µM. 1% of 370,000 active; in the data active = activation above about 7.8%;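 also: 0% = vehicle wells and 100% = reference activator wells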
# DAX1 inh-2 = inhibitors of DAX1 repression of SF-1 activated StAR promoter | 1.1% of 370,000 active | inhibition, % at 6.8 µM | AID 652010 | HEK293T StAR-luciferase reporter, SF-1/DAX-1 repression relief;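 active = inhibition above the mean over all tested compounds plus 3 SD, cut at about 3.6% in these data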;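 also: 0% = DAX-1 cells with DMSO and 100% = cells lacking DAX-1 with DMSO; higher inhibition means more luminescence from relief of DAX-1 repression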
# ssDAF12 agonist = activates DAF-12 receptor from parasite S. stercoralis; HEK293 ssDAF-12/GRIP1 lit1-tk-luc reporter, luminescence; % of 3 µM dafachronic acid response; activation, % at 6.8 µM; 1% of 370,000 active;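 active = activation above the mean over all tested compounds plus 3 SD, cut at about 0.9% in these data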;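 also: 0% = DMSO-only wells and 100% = 3 µM delta7-dafachronic acid wells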
# NR1D1 modulator = Rev-erb alpha (human) modulation; activity, % at 10 µM; 0.79% of 370,000 active; AID 1259318; Rev-erbα–FITC-DNA binding, fluorescence polarization, 90 min; P20393;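 active = activity above about 14%, limit read from the data; passing the limit was not always enough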;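 also: 0% = DMSO wells with 35 nM protein and 100% = DMSO wells with 750 nM protein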
# Target sequence (P20393 whole entry, looked up): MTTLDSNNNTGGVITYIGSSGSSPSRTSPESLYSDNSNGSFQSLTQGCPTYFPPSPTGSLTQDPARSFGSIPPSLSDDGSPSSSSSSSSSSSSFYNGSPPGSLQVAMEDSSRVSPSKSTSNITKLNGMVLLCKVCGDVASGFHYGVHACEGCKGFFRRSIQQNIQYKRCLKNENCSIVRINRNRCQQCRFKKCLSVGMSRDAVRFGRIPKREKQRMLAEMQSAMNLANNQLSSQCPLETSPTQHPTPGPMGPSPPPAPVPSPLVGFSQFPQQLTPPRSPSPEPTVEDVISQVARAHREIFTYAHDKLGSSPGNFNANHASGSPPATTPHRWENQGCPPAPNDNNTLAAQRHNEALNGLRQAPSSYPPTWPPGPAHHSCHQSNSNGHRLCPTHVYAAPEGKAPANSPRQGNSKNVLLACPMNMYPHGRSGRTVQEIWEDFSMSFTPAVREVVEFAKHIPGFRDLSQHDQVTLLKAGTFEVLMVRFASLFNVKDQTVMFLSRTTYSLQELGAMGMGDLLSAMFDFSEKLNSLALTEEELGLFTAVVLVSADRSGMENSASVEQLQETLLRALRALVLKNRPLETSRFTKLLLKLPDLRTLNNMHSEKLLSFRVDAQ
# PLC-beta3 inh = inhibitors of human phospholipase C beta3; Purified PLC-beta3, fluorogenic substrate, fluorescence; inhibition, % at 12.2 µM; 0.18% of 370,000 active; AID 720704; in the data active = inhibition above about 11%;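 also: 0% = median of compound wells on plate and 100% = full blocker control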
# PLCg1 inh = blocks human PLC-gamma1 enzyme activity; inhibition, % at 12.2 µM; AID 720700; purified PLC-gamma1, fluorogenic substrate, fluorescence; 0.84% of 370,000 active; P19174; in the data active = inhibition above about 9.5%
# MBD2 DNA inh = blocks human MBD2 binding to methylated DNA | TR-FRET, MBD2 binding to methylated oligonucleotide | AID 686964 | 0.31% of 370,000 active | inhibition, % at 4.4 µM; in the data active = inhibition above about 13%
# Target sequence (Q9UBB5 whole entry, looked up): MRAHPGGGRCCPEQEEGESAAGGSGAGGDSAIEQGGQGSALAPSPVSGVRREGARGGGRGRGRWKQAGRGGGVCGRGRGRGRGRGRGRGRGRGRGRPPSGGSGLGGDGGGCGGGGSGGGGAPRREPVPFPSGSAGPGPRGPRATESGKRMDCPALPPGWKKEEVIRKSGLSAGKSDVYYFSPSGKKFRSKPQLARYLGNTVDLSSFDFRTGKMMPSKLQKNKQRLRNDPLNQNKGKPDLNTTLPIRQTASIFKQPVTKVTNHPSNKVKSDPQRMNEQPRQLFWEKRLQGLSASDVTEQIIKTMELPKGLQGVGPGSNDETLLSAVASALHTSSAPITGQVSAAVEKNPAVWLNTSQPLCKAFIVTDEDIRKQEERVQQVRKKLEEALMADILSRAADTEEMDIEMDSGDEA
# hcDAF-12 act = H. contortus DAF-12 activation, primary screen; HEK293 hcDAF-12 lit1-tk-luc reporter, luminescence; 0% DMSO, 100% Δ7-dafachronic acid; activation, % at 6.8 µM; 1.4% of 370,000 active; AID 652067;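 active = activation above the mean of all tested compounds plus 3 SD, cut at about 5.5% in these data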;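 also: 100% = response to 3 µM Δ7-dafachronic acid high control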
# * marks the source's active call; other numbers are inactive results; i = inactive; x = not tested or not shown. These rows are one share of the data (hit frequency here may not be typical).
SMILES,DAX1 inh-1,ADAM17 inh,hgDAF-12 ag,SMARCA2 activ,DAX1 inh-2,ssDAF12 agonist,NR1D1 modulator,PLC-beta3 inh,PLCg1 inh,MBD2 DNA inh,hcDAF-12 act
CC(=O)[C@@]1(O)CCC2C3CC=C4C[C@@H](O)CC[C@]4(C)C3CC[C@@]21C (stereo partly drawn),0.5,-3,-0.7,2,0.1,-1.2,4,1,-3,-3,-0.3
CN(C)C1=NC(N(C)C)=NP(N(C)C)(N(C)C)=N1,0.0,-2,2.7,2,0.2,-0.9,3,2,1,-6,-0.7
COC(=O)C1=C(c2cc3ccccc3s2)C[C@@H]2CC[C@H]1N2C(=O)NCCO,0.5,-5,-1.4,-1,-0.4,-1.0,-3,1,1,-2,-1.0
CC12CN3CCN(C1)CC(C)(C3)C2=NN,3.2,0,-1.5,-1,0.4,-1.7,0,-9,2,-3,-1.2
COc1ccc(N2CCN(CCc3ccncc3)CC2)cc1,0.6,-1,-1.3,3,-0.3,-0.6,8,4,3,-3,-0.3
C[C@@H]1CN([C@@H](C)CO)C(=O)CCCn2nncc2CO[C@@H]1CN(C)C(=O)Oc1cccc2ccccc12,0.8,-1,4.1,-4,-0.2,-1.1,-5,4,0,2,1.9
COC(=O)C1C2c3ccccc3OC1(C)N=c1s/c(=C/c3cn(C)nc3C)c(=O)n12 (stereo not drawn),-0.4,0,-1.5,-4,-0.1,-1.4,-1,3,3,-1,-1.9
Cc1ccc(NC(=O)c2snnc2C)cc1Cl,0.0,0,-2.2,4,1.2,-1.2,0,-7,4,0,-0.6
O=C(O)C(O)(c1ccc(Cl)cc1)C1(O)CCCC1 (stereo not drawn),1.1,0,2.9,6,-0.1,-0.9,6,6,0,2,0.8
CCC1(C(=O)c2ccccc2)C2c3ccccc3OC(=O)C21C(C)=O (stereo not drawn),x,-3,-0.2,0,-0.1,-1.8,3,3,-2,2,0.5
O=[N+]([O-])c1cnc2ccc3ccccc3c2c1,1.4,-6,1.0,-2,-0.4,-0.2,5,-33,-13,-5,3.0
CCCc1cc(=O)oc2cc(OCC(=O)N3CCN(Cc4ccc5c(c4)OCO5)CC3)ccc12,0.3,-39,3.3,-1,-6.1,-1.2,8,-13,-11,-1,-1.7
COC(=O)C1=C(c2c(C)noc2C)C[C@@H]2CC[C@H]1N2C(=O)NCCOc1ccccc1,-1.1,-6,0.4,-1,0.3,-1.6,-5,-1,-1,3,1.2
COC(=O)CC1NC2CCCCC2NC1=O (stereo not drawn),0.7,-1,1.7,-2,-0.5,-0.5,7,3,0,-1,-2.9
COc1cccc(C(=O)C2CCCN(Cc3ccc4nonc4c3)C2)c1 (stereo not drawn),0.7,2,-2.1,-6,0.9,-1.6,-2,-2,3,0,0.3
O=C1NC(=S)NC(=O)C1=Cc1ccc(Br)s1,1.6,0,0.2,-1,0.3,-1.4,-4,-5,4,-6,-0.9
Cc1ccc(/C=C2/Sc3ccc(C(=O)N4CCC5(CC4)OCCO5)cc3NC2=O)cc1,-0.9,5,-0.1,2,-0.5,-1.2,-16,-10,-7,4,0.0
Cc1cc(-c2ccc(N)c(C)c2)ccc1N,0.1,-1,3.5,-5,-0.1,-1.4,6,-1,2,-4,-0.7
C[C@]12CC[C@H]3C(CCC4(O)CC(O)CC[C@]34C=O)C1=CC[C@H]2c1ccc(=O)oc1 (stereo partly drawn),-0.9,0,-6.8,2,2.5,-1.3,4,6,5,-1,2.1
O=C(Cc1ccccc1)N1CCN(Cc2cccnc2)CC1,-0.3,1,-0.1,2,0.1,-1.0,2,5,8,4,-1.2

# Structural class, the entries above containing a thiophene ring, fused or not
SMILES,DAX1 inh-1,ADAM17 inh,hgDAF-12 ag,SMARCA2 activ,DAX1 inh-2,ssDAF12 agonist,NR1D1 modulator,PLC-beta3 inh,PLCg1 inh,MBD2 DNA inh,hcDAF-12 act
COC(=O)C1=C(c2cc3ccccc3s2)C[C@@H]2CC[C@H]1N2C(=O)NCCO,0.5,-5,-1.4,-1,-0.4,-1.0,-3,1,1,-2,-1.0
O=C1NC(=S)NC(=O)C1=Cc1ccc(Br)s1,1.6,0,0.2,-1,0.3,-1.4,-4,-5,4,-6,-0.9

# Compounds shown so far containing a Cl atom:
SMILES,DAX1 inh-1,ADAM17 inh,hgDAF-12 ag,SMARCA2 activ,DAX1 inh-2,ssDAF12 agonist,NR1D1 modulator,PLC-beta3 inh,PLCg1 inh,MBD2 DNA inh,hcDAF-12 act
Cc1ccc(NC(=O)c2snnc2C)cc1Cl,0.0,0,-2.2,4,1.2,-1.2,0,-7,4,0,-0.6
O=C(O)C(O)(c1ccc(Cl)cc1)C1(O)CCCC1 (stereo not drawn),1.1,0,2.9,6,-0.1,-0.9,6,6,0,2,0.8

# Further records:
SMILES,DAX1 inh-1,ADAM17 inh,hgDAF-12 ag,SMARCA2 activ,DAX1 inh-2,ssDAF12 agonist,NR1D1 modulator,PLC-beta3 inh,PLCg1 inh,MBD2 DNA inh,hcDAF-12 act
CCC1C(c2cc(OC)c(OC)c(OC)c2)c2cc3c(cc2OC1N1CCCC1)OCO3 (stereo not drawn),0.0,-4,-2.0,2,-2.4,-1.5,6,1,1,-3,-2.7
c1ccc2c3c([nH]c2c1)CNCC3,-0.8,-7,-1.5,-5,-0.5,0.4,5,-26,-16,2,5.5
CCOC(=O)c1c(C)c(C(=O)N2CCC3(CC2)OCCO3)c(C)n1CC,0.5,-2,-1.1,-3,0.4,-1.6,0,-1,1,3,-1.4
O=C1CN(C(=O)COC(=O)Cc2ccccc2)c2ccccc2N1,4.4*,-1,2.6,-2,0.6,-0.4,-3,3,-1,-4,-0.7
CCCCCCOC(=O)c1ccccc1N,0.8,-5,2.5,2,0.1,-0.6,0,-15,-1,3,-1.1
C=CCn1c(O)c(Cc2ccc(OCC)cc2)c(=O)[nH]c1=O,-0.4,-4,-2.1,-3,0.4,-1.1,5,-6,3,5,-1.8
CC1SC2(CN3CCC2CC3)NC1=O (stereo not drawn),0.5,0,-1.1,0,0.0,-1.0,0,1,3,-1,0.5
O=C1NC(=O)C2C1C1(Cl)C(Cl)=C(Cl)C2(Cl)C1(Cl)Cl (stereo not drawn),0.5,-4,7.3,-2,0.2,-0.3,5,-1,0,-3,-0.8
N#Cc1ccc(Cn2cc(C=O)c3ccccc32)cc1,-0.8,0,-0.2,-1,-1.4,-1.8,-3,-8,1,0,-3.1
O=C1NC(=O)C(CCOc2ccccc2)(CCc2ccccc2)C(=O)N1,-0.2,0,-0.3,-5,-0.4,-0.4,5,-2,-1,-1,0.4
O=[N+]([O-])c1ccc(NCCCN2CCOCC2)c2ncccc12,1.1,-6,3.4,-2,2.1,-2.0,6,-6,0,-16,-0.2
C=C(C)C(Cc1c(OC)ccc(C(=O)/C=C/c2ccc(O)cc2)c1O)OO (stereo not drawn),-1.6,5,0.8,8,-1.5,-1.6,-2,-11,-10,-8,-0.9
Fc1ccccc1CN1Cc2ccccc2-n2nncc2C1,-0.7,-3,0.8,-3,-1.1,-0.7,-1,2,1,0,3.0
CN(C)C(=O)Oc1ccc(-c2cn3cc(Cl)ccc3n2)cc1,-0.6,-37,17*,8,6.1*,0.7,-4,-12,-8,4,7.8*
Cc1cc(C)c(NC2=NCCCS2)c(C)c1,1.8,0,0.7,-3,-0.5,-1.1,-2,6,2,-2,-0.9
CCOP(=O)(OCC)c1cc(C)c(O)c(C(C)(C)C)c1,-1.6,-3,-2.7,1,-0.5,-1.9,4,-6,-1,2,-2.6
CC(Cc1ccccc1)NC(N)=O (stereo not drawn),-1.1,-6,0.8,-1,-0.3,-1.1,0,-5,2,-4,-0.9
CCC(=NCc1ccc2c(c1)OCO2)c1c(O)n(C)c(=O)n(C)c1=O,-2.7,2,-1.4,1,-1.9,-1.5,-4,1,9,-1,-1.8
CC(C)c1ccc(NC(=O)CSc2nnc(OC(=O)N(C)C)n2C2CC2)cc1,0.4,-6,-0.4,-2,-2.1,-1.1,-3,-9,4,-7,2.0
CC(C)CN1CCN(Cc2ccc(F)cc2Cl)CC1CCO (stereo not drawn),1.3,-5,-1.0,2,0.2,-0.5,3,-11,-2,4,1.6
CC(CC(C#N)(c1ccccc1)c1ccccc1)N1CCOCC1 (stereo not drawn),1.3,4,-2.1,-6,-0.2,-1.7,12,-3,-1,-3,-0.4
COc1ccc(-n2c(/C=C/c3cccc(F)c3)nc3ccccc3c2=O)c(OC)c1,0.6,-6,-1.6,-2,-0.2,-1.1,1,-9,-2,-7,-1.6
c1ccc2[nH]c(CCN3CCCCC3)nc2c1,0.3,-3,-2.6,3,0.3,-0.6,-3,-1,-1,2,-1.2
CCOC(=O)[C@]12Cc3ccc(C)cc3[C@H]1N(C1CCCCC1)C(=O)c1ccccc12,x,6,-2.2,-7,-1.2,-1.7,1,4,6,-9,-3.1
CCN1CCN(C(=O)COc2ccc3c(c2)C(=O)CC2(CCN(C(C)=O)CC2)O3)CC1,1.9,-361,-2.3,-1,-0.3,-0.8,-1,i,i,2,-1.3
CCC(C)N1C(=O)/C(=C\c2ccc(N3CCCCCC3)cc2)C(=O)NC1=S (stereo not drawn),-1.4,5,0.7,2,-2.2,5.5*,-1,-19,-19,2,-0.1
C=CCN1C(=O)/C(=C/c2cc(C)n(-c3ccccn3)c2C)C(=O)NC1=S,-0.3,0,1.6,-6,0.3,-1.2,-1,-20,-7,-3,1.7
CCC(c1ccc(C)cc1)N1C(=O)C2C3CCC(O3)C2C1=O (stereo not drawn),0.3,-2,-2.9,2,1.3,-1.5,-1,-3,1,-5,0.0
COC(=O)CC(=O)c1ccc2c(c1)OCO2,1.5,-4,-2.2,0,0.4,-1.0,4,-1,0,4,2.6
Cc1ccc(N2C(=O)NC(=O)/C(=C\C=C\c3ccco3)C2=O)cc1C,-0.4,-2,0.8,4,-0.2,-1.2,0,-27,-23,5,-0.5
O=S(=O)(c1ccccc1)N1CCN2CCCC2C1 (stereo not drawn),-0.2,-2,1.5,0,-0.3,-0.3,4,-2,2,2,-1.6
O=C(c1ccc(-c2ccccc2)cc1)C1CCCN(Cc2ccn[nH]2)C1 (stereo not drawn),-0.9,-3,-1.4,1,0.4,-1.1,-3,-5,5,8,0.7
CN(C)CCCN=Cc1c(O)n(CCc2ccc(F)cc2)c(=O)[nH]c1=O,2.0,-2,0.3,-4,-0.2,-0.3,x,4,3,0,0.0
CN1C(=O)N(C)C(=O)C2(Cc3cc([N+](=O)[O-])ccc3N(C)C2c2ccccc2)C1=O (stereo not drawn),-1.3,0,-1.5,0,0.3,-1.2,2,2,7,-8,-1.8
Cc1cc(O)c2c3c(c(=O)oc2c1)CCC(C)C3 (stereo not drawn),-2.8,-3,-5.3,-2,-1.6,-1.3,0,-95,-91,-6,-4.0
CC(C)(C)n1nnnc1C1CN=C(c2ccccc2)c2cc(Cl)ccc2N1 (stereo not drawn),x,0,1.5,-3,0.1,-1.3,2,3,0,-4,-1.6
O=P1(NCCCn2cc[n+](Cc3nc4ccccc4[nH]3)c2)C=C(c2ccccc2)OC(c2ccccc2)=C1,0.1,-2,-1.0,3,0.1,-0.4,-2,-8,1,-2,2.3
C[C@]12CC[C@H](O)C[C@@H]1CC[C@H]1[C@H]3CCC(=O)[C@@]3(C)CC[C@@H]12,2.6,1,-0.9,-3,-0.6,-0.9,4,-4,1,5,-2.3
